Compound activity (PubChem)
MLLE-PAM2 inh – blocks PAM2 peptide binding to the PABP1 MLLE domain. P11940. GST-MLLE / FITC-PAM2 fluorescence polarization. inhibition, % at 20 µM. 360,000 compounds, 0.36% hits; in the data active = inhibition above about 35%, passing the limit was not always enough;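 note: plate controls were DMSO wells with GST-MLLE for no effect and wells lacking GST-MLLE protein for full effect; some results filed as inactive read as strong as hits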
Target sequence (P11940 whole entry, looked up, the tested form may be a part): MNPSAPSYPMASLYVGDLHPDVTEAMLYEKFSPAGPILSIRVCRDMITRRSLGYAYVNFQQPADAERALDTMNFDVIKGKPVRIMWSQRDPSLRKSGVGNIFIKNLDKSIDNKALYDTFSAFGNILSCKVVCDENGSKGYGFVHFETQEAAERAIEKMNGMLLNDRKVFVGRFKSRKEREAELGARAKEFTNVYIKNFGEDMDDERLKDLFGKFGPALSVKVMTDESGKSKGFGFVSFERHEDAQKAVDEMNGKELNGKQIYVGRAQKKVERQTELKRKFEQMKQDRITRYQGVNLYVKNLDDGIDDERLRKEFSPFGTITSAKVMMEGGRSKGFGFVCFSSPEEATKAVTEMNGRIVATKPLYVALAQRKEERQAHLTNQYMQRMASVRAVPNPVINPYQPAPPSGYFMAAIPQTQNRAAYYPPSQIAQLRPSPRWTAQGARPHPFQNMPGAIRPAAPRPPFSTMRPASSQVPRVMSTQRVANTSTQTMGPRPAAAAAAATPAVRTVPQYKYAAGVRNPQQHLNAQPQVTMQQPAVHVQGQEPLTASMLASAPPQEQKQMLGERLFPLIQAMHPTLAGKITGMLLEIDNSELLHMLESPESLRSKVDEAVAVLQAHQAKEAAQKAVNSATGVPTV
CendR NRP1 mod – NRP-1/CendR interaction modulation. FAM-RPARPAR peptide binding to NRP-1, fluorescence polarization. inhibition, % at 25 µM. 360,000 compounds, 0.85% hits;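 active = inhibition or corrected inhibition above about 18%, plus a signal ratio from 0.5 to 1.5, limit read from the data, passing the limit was not always enough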; note: strong numbers were not always called active
E coli Lon inh – E. coli protease La inhibition; AID 602123; 360,000 compounds, 0.42% hits; inhibition, % at 7.94 µM; purified E. coli Lon protease, fluorescence polarization; P0A9M0; in the data active = inhibition above about 13%, passing the limit was not always enough;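 note: 0% = enzyme with probe and DMSO and 100% = no enzyme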
MT1-MMP act inh – MT1-MMP (human) activation inhibition. 360,000 compounds, 0.061% hits. HT1080 RFP-PRO-GFP cells, GFP/RFP ratio fluorescence, overnight; percent of plate control window, DMSO zero. GFP/RFP ratio change, % at 20 µM. P50281. AID 651647;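 active = GFP/RFP ratio change of at least 30% with cell ATP level not reduced by more than half and red fluorescence within 50% of control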; note: strong numbers were not always called active
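Assay system: HT1080 RFP-PRO-GFP cells. Benchmarks: DMSO vehicle wells and RFP-L50D-GFP reporter cell wells. Times: overnight cell settling, then overnight compound exposure, 37 °C, 5% CO2. Compound: 20 µM single dose, 1% DMSO. Read-out basis: GFP/RFP fluorescence ratio.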
MsrA inhibitor – inhibits bovine methionine sulfoxide reductase A; AID 651718; 360,000 compounds, 0.75% hits; purified bovine MsrA, absorbance read-out; inhibition, % at 15.5 µM; in the data active = inhibition above about 4.5%;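 note: 0% = vehicle wells with enzyme and 100% = reference inhibitor wells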
Tb MetRS inh – blocks T. brucei methionyl-tRNA synthetase activity. purified T. brucei MetRS, ATP depletion, Kinase-Glo luminescence. inhibition, % at 11.9 µM. 360,000 compounds, 0.4% hits. AID 624268;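 active = inhibition above a per-plate cutoff of the control wells' mean inhibition plus 3 SD, cut at about 5.5% in these data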;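 note: 0% = DMSO wells median and 100% = median of wells with control inhibitor compound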
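Assay system: T. brucei methionyl-tRNA synthetase, purified | Medium: HEPES buffer with MgCl2, KCl, DTT, spermine, BSA, pyrophosphatase | Compound: 11.9 µM single point | Incubation: 15 min enzyme-compound preincubation, 2 h reaction, 10 min detection, 25 °C | Measured by: Kinase-Glo luciferase luminescence reporting remaining unconsumed ATP | Measure: % inhibition normalized to control-well medians | Replication: Singlicate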
SKN-1 block – blocks SKN-1 activity in C. elegans; C. elegans VP596 Pgst-4::GFP/RFP ratio, acrylamide-induced, 24 h; inhibition, % at 21.8 µM; 360,000 compounds, 0.49% hits; AID 624304;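 active = interference check ratio from 0.5 to 1.5 plus GFP to RFP signal ratio inhibition reaching or exceeding a fixed threshold, cut at about 30% in these data, passing the limit was not always enough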; note: some compounds called inactive have numbers as strong as hits
FAS TE block – inhibitors of human fatty acid synthase thioesterase domain; recombinant FAS-TE, OMFH fluorogenic substrate, fluorescence endpoint; AID 602261; inhibition, % at 15 µM; 360,000 compounds, 0.67% hits; P49327;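 active = compounds whose normalised, plate-corrected inhibition of enzyme fluorescence in the single-dose primary screen is 50% or more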;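 note: 0% = DMSO with enzyme and 100% = substrate without enzyme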
MsrA act – activators of bovine methionine sulfoxide reductase A | 360,000 compounds, 0.3% hits | AID 602163 | activation, % at 10.6 µM | purified bovine MsrA, absorbance read-out; in the data active = activation above about 7.5%;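 note: 0% = vehicle and 100% = reference activator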
* = called active by the depositor; nt = no result given. The order is random; any-hit rate near 4%.

[1] OCCC1CN(Cc2ccccc2O)CCN1CCCc1ccccc1 (stereo not given)
[2] COc1ccc(CC(=O)N2CCOCC2)cc1OC
[3] Cc1ccc(-c2nc3ncccn3c2N)cc1
[4] Cc1ccc(CNCC2CCCO2)o1 (stereo not given)
[5] CN1CCN(CCCCOc2ccc(Br)cc2)CC1
[6] CC(C)(C)NC(=O)CN(C(=O)c1ccc(CN2CCOCC2)o1)c1ccc2c(c1)OCCO2
[7] CC(=O)c1cc(CN2CCC(n3nccc3NC(=O)c3ccccc3Cl)CC2)cs1
[8] Cc1cccc(NC(=O)CN2C(=O)N/C(=C/c3ccc(C)o3)C2=O)c1

screen / no.	1	2	3	4	5	6	7	8
MLLE-PAM2 inh	-9	6	nt	-5	1	9	-8	-9
CendR NRP1 mod	-2	4	3	2	7	16	-7	-52
E coli Lon inh	1	-4	nt	4	-4	-16	-8	-7
MT1-MMP act inh	-1	1	1	2	5	0	1	-17
MsrA inhibitor	-0.2	0.6	0.5	-0.8	-0.6	0.9	0.3	0.7
Tb MetRS inh	-0.7	-1.7	-1.1	-1.4	0.8	-0.4	-0.3	0.7
SKN-1 block	-1	-18	6	16	20	7	-4	7
FAS TE block	-4	-4	nt	-7	-3	-4	-5	-6
MsrA act	-5	-4	nt	1	-2	-3	-4	-9

[9] c1ccc(-c2ccc(Oc3cc(N4CCOCC4)nc(-c4ccccc4)n3)cc2)cc1
[10] CCOc1ccc(CCNc2nc3ccc(C)cc3n3cnnc23)cc1OCC
[11] COc1ccc(OCC(O)CNC(=O)c2ccccc2)cc1 (stereo not given)
[12] CCOC(=O)C1=C(COC(=O)[C@@H]2CCCN2S(=O)(=O)c2ccc(C)cc2)NC(=O)NC1C (stereo not given in full)
[13] COc1ccc(-n2nnc3c(SC(C(C)=O)C(=O)N(C)C)ncnc32)cc1 (stereo not given)
[14] CCN(CC)c1ccc(NC(=O)c2[nH]c(C)c(C(C)=O)c2C)c(C)c1
[15] CCOCC(=O)Nc1nnc(C)s1
[16] COc1ccc(-n2c(C)cc(/C=N/Nc3nc(N4CCOCC4)nc(N4CCOCC4)n3)c2C)cc1

screen / no.	9	10	11	12	13	14	15	16
MLLE-PAM2 inh	-2	1	5	7	14	4	16	-17
CendR NRP1 mod	11	6	-12	-31	3	-14	15	-17
E coli Lon inh	-5	-6	-4	-4	11	-5	-3	-9
MT1-MMP act inh	-3	7	0	-6	1	-4	4	-3
MsrA inhibitor	-1.1	0.3	-0.8	-0.1	5.4*	0.6	1.2	0.4
Tb MetRS inh	-0.2	-1.1	-1.3	-0.1	0.7	-1.2	-0.2	-1.4
SKN-1 block	11	-13	-5	3	27	1	-14	8
FAS TE block	25	-3	-4	-4	7	-7	-5	2
MsrA act	3	-3	-8	-1	-5	-8	2	-6

[17] CC(=O)Nc1ccc([N+](=O)[O-])cn1
[18] COc1cc(C(C(=O)NC(C)(C)C)N(Cc2ccccc2)C(=O)c2cnccn2)cc(OC)c1OC (stereo not given)
[19] COc1ccc(NC(=O)N(C)[C@H]2C[C@H]3c4[nH]c5ccccc5c4CCN3C(=O)[C@H]2[C@H](C)O)cc1
[20] O=C(NCc1ccncc1)c1ccc(Cl)c(S(=O)(=O)N2CCCCC2)c1
[21] CCCOc1ccc(/C=N/NC(=O)CN2CCCCC2)cc1OCC
[22] Nc1nc(-c2ccc3c(c2)CCCC3)c(CC(=O)O)s1
[23] O=[N+]([O-])c1ccc(Cl)c(CN2CCC(O)CC2)c1
[24] Cn1nc(C(F)(F)F)c(/C=N/OC(=O)c2ccccc2)c1SCc1ccc(Cl)cc1

screen / no.	17	18	19	20	21	22	23	24
MLLE-PAM2 inh	8	9	4	1	17	-121	17	-9
CendR NRP1 mod	3	14	-8	-10	-11	-26	-15	-8
E coli Lon inh	-13	-12	-6	-1	-7	-42	22	-13
MT1-MMP act inh	1	0	2	3	-1	-9	1	-9
MsrA inhibitor	2.1	-1.1	0.6	2.5	1.1	0.7	0.1	1.0
Tb MetRS inh	-0.1	0.0	1.7	0.2	-1.0	-0.1	0.1	0.4
SKN-1 block	11	7	-3	5	-19	8	3	3
FAS TE block	1	-3	-6	-2	-4	-5	-4	31
MsrA act	-4	-2	-1	-4	-9	0	-3	-1

[25] COc1ccc(C(=O)C(OC(=O)c2ccc(C)c(NC(C)=O)c2)c2ccccc2)cc1 (stereo not given)
[26] O=C1O[C@H]([C@@H](O)CO)C(O)=C1O
[27] COc1ccc(S(=O)(=O)NCc2csc(C)n2)cc1OC
[28] c1ccc(CSc2ncnc3c2ncn3C2CCCCO2)cc1 (stereo not given)
[29] Cc1cccnc1NC(=O)C1CC(=O)N(c2ccc3c(c2)OCCO3)C1 (stereo not given)
[30] O=C(Nc1ccncc1)c1ccc2c(c1)OCCO2
[31] COc1ccc(-c2c(-c3ccccc3OC)sc3ccccc23)cc1
[32] C[C@@H]1CN([C@H](C)CO)C(=O)c2cc(Br)cnc2O[C@@H]1CN(C)C(=O)c1ccccc1

screen / no.	25	26	27	28	29	30	31	32
MLLE-PAM2 inh	5	-23	9	-11	6	-6	7	0
CendR NRP1 mod	14	2	0	2	11	14	-6	6
E coli Lon inh	-4	0	-2	0	-4	-8	13	-1
MT1-MMP act inh	-1	3	-2	5	3	-1	1	-1
MsrA inhibitor	0.7	1.6	-0.1	-0.4	-0.1	0.6	0.3	1.2
Tb MetRS inh	-0.7	-0.7	-0.6	0.2	-0.2	-1.1	-0.4	0.2
SKN-1 block	4	1	-9	21	-3	6	-3	-6
FAS TE block	10	0	-5	-23	-2	0	25	-5
MsrA act	-1	-1	-3	-3	-4	-2	-2	-1

Structures listed so far that bear a hit mark in MsrA inhibitor.
item | Molecule | MLLE-PAM2 inh | CendR NRP1 mod | E coli Lon inh | MT1-MMP act inh | MsrA inhibitor | SKN-1 block | MsrA act
13 | COc1ccc(-n2nnc3c(SC(C(C)=O)C(=O)N(C)C)ncnc32)cc1 (stereo not given) | 14 | 3 | 11 | 1 | 5.4* | 27 | -5

(list continues)
[33] COc1ccc(OCC(=O)Nc2ccc(C(=O)Nc3ccccc3C(=O)O)cc2)cc1
[34] COc1ccccc1N(CC(=O)N1CCCCCC1)S(C)(=O)=O
[35] Cc1ccc(N2C(=O)CS(=O)(=O)CC2=O)cc1
[36] O=C(O)c1ccccc1Nc1ccccc1
[37] CCCN(CCC)Cc1cc(=O)oc2cc(OC)c(Cl)cc12
[38] CC(c1nc2ccccc2[nH]1)n1c(-c2ccncc2)nc2ccccc21 (stereo not given)
[39] CCSc1nnc(-c2ccccc2NC(C)=O)c(=O)[nH]1
[40] C=CCN(c1ccccc1)S(=O)(=O)c1cccc(C(=O)OCC(=O)NC2CC2)c1

screen / no.	33	34	35	36	37	38	39	40
MLLE-PAM2 inh	10	2	9	-8	-9	nt	10	6
CendR NRP1 mod	-25	16	9	-10	14	12	6	-2
E coli Lon inh	-6	-8	7	-5	-8	nt	-4	-1
MT1-MMP act inh	-1	7	2	3	2	2	4	0
MsrA inhibitor	0.2	-0.8	-1.1	2.2	0.4	0.0	1.5	-0.6
Tb MetRS inh	-0.4	-0.6	-0.3	-1.3	-0.3	-0.5	0.1	-0.6
SKN-1 block	-7	3	5	13	3	15	5	1
FAS TE block	-2	-8	-3	0	17	nt	-4	-3
MsrA act	-4	-4	-4	-2	-2	nt	1	3

[41] CCc1ccc(NC(=O)C2CCN(C(=O)[C@@H]3Cc4ccccc4CN3)CC2)cc1
[42] O=C1NC(c2ccncc2)C(C(=O)c2cccs2)C(O)(C(F)(F)F)N1 (stereo not given)
[43] NS(=O)(=O)c1ccc(NC(=O)COC(=O)c2cc([N+](=O)[O-])ccc2Cl)cc1
[44] CCOC(=O)c1[nH]c(C)c(C(=O)OCC(=O)NC2CCS(=O)(=O)C2)c1C (stereo not given)
[45] Cn1nnnc1Sc1ccc([N+](=O)[O-])cc1Cl
[46] O=C(Nc1ccc(F)cc1)c1ccc2[nH]c(=O)c(=O)[nH]c2c1
[47] Cc1ccc(S(=O)(=O)N2CCC(C(N)=O)CC2)cc1[N+](=O)[O-]
[48] CC(C(=O)N1CCc2ccccc21)N1CCN(c2ccccn2)CC1 (stereo not given)

screen / no.	41	42	43	44	45	46	47	48
MLLE-PAM2 inh	6	-4	-1	-40	4	3	12	3
CendR NRP1 mod	-2	14	3	3	-4	0	27*	2
E coli Lon inh	-2	-3	-11	6	8	-3	0	-13
MT1-MMP act inh	-1	2	-2	-2	6	1	0	7
MsrA inhibitor	-1.4	1.7	-0.8	1.7	0.7	1.6	0.8	1.8
Tb MetRS inh	0.4	0.0	-0.5	0.3	-0.2	0.3	-1.1	-0.5
SKN-1 block	-6	3	-13	2	1	-1	9	4
FAS TE block	-3	-9	15	-4	-1	-6	-2	-8
MsrA act	1	-3	-4	-4	-4	1	-3	-1

An excerpt from above with just MT1-MMP act inh.
| No. | Molecule | MT1-MMP act inh |
| --- | --- | --- |
| 48 | CC(C(=O)N1CCc2ccccc21)N1CCN(c2ccccn2)CC1 (stereo not given) | 7 |
| 42 | O=C1NC(c2ccncc2)C(C(=O)c2cccs2)C(O)(C(F)(F)F)N1 (stereo not given) | 2 |
| 47 | Cc1ccc(S(=O)(=O)N2CCC(C(N)=O)CC2)cc1[N+](=O)[O-] | 0 |
| 45 | Cn1nnnc1Sc1ccc([N+](=O)[O-])cc1Cl | 6 |
| 44 | CCOC(=O)c1[nH]c(C)c(C(=O)OCC(=O)NC2CCS(=O)(=O)C2)c1C (stereo not given) | -2 |

Additional structures:
[49] COc1ccccc1NC(=O)CCNC(=O)c1ccc(C)cc1
[50] CCOC(=O)C1=C(C)NC(C)=C(C(=O)OCC)C1C(=O)OCC(=O)Nc1ccc(NC(C)=O)cc1
[51] O=C(NC(C1CC1)C1CC1)C1CCC(=O)N(CCCN2CCCC2=O)C1 (stereo not given)
[52] Cc1ccc(N2C(=O)C(NC(=O)c3c(F)cccc3F)(C(F)(F)F)C3=C2CC(C)(C)CC3=O)cc1 (stereo not given)
[53] O=C(N/N=C/c1cccnc1)c1cccc(F)c1
[54] CCN(CC)C(=O)COc1ccc2c3c(c(=O)oc2c1)CCCC3
[55] O=C(O)c1cc(-c2ccc(N3CCOCC3)cc2)nn1-c1ccccc1Cl
[56] C[C@H](NS(=O)(=O)c1ccccc1F)C(=O)OCC(=O)N1CCc2ccccc21

screen / no.	49	50	51	52	53	54	55	56
MLLE-PAM2 inh	-1	8	8	8	0	17	-7	3
CendR NRP1 mod	2	8	4	1	0	20	-10	-3
E coli Lon inh	-2	0	8	1	-6	-9	17	3
MT1-MMP act inh	2	-1	1	1	-3	0	-2	0
MsrA inhibitor	0.3	2.4	1.0	0.2	-0.1	0.5	1.9	0.5
Tb MetRS inh	1.1	-0.2	-0.1	-0.9	-0.4	-0.3	0.5	-1.0
SKN-1 block	9	-15	13	-4	-3	-1	11	-22
FAS TE block	0	-6	-2	-5	-6	1	-3	-2
MsrA act	-3	-2	-2	-1	-4	-4	-3	-7
